Bim-Bcl-B: inhibitors of Bim-Bcl-B interaction, human. inhibition, % at 10 µM. bead-based flow cytometry, Bim peptide-Bcl-B binding. Q9HD36. 190,000 tested, 0.073% active;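 further: 0% = tracer peptide without compound and 100% = reference inhibitor peptide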
Target sequence (Q9HD36 whole entry, looked up): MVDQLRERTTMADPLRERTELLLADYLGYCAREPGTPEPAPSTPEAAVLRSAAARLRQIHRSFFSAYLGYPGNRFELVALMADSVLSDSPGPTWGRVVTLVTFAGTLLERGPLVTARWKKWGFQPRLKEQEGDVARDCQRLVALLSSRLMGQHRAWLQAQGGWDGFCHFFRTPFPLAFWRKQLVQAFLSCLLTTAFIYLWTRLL
Bim-Bcl-W: disrupts Bim peptide binding to human Bcl-W | inhibition, % at 10 µM | bead-based flow cytometry | 190,000 tested, 0.02% active | Q92843 | AID 952;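 further: 0% = bound tracer without compound and 100% = peptide blocker; higher means less fluorescent Bim peptide bound to Bcl-W beads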
Target sequence (Q92843 whole entry, looked up): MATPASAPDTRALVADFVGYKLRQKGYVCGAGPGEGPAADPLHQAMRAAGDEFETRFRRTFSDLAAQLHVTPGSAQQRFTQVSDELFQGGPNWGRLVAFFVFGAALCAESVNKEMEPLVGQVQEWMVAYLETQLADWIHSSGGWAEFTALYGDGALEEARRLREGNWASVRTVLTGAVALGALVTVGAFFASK
Bfl-1 Bim block: inhibitors of Bim-Bfl-1 interaction, human; Q16548; Bead-based flow cytometry, Bim-Bfl-1 binding inhibition; inhibition, % at 10 µM; 190,000 tested, 0.12% active;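 further: 0% = wells without compound plus tracer and 100% = blocker peptide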
Bcl-2 Bim block: inhibitors of Bim-Bcl-2 interaction, human; P10415; AID 950; 190,000 tested, 0.06% active; inhibition, % at 10 µM; Bead-based flow cytometry, Bim peptide-Bcl-2 binding; in the data active means inhibition above about 40%; inconclusive means no clear call, values can overlap the other calls;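 further: 0% = no compound wells with probe peptide and 100% = reference peptide inhibitor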
Target sequence (P10415 whole entry, looked up): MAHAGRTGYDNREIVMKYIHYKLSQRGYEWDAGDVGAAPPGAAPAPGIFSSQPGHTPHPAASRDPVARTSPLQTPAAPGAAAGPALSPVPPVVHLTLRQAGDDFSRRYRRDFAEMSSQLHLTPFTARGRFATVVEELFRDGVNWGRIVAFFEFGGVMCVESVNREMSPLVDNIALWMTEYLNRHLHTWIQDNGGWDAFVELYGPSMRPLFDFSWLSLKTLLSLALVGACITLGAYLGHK
RGS7-Gao reg: modulates binding of RGS7 to human Galphao; P09471; Multiplexed bead flow cytometry; actives lie on both sides; binding response (% of control), % at 10 µM; 220,000 tested, 0.35% active; AID 1439; in the data active means binding response below about 49% or above about 150%; inconclusive means no clear call, values can overlap the other calls; inactive means in between;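 further: fluorescent Galphao held in activated GDP-AlF4 state binding bead-coupled RGS7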
Target sequence (P09471 whole entry, looked up): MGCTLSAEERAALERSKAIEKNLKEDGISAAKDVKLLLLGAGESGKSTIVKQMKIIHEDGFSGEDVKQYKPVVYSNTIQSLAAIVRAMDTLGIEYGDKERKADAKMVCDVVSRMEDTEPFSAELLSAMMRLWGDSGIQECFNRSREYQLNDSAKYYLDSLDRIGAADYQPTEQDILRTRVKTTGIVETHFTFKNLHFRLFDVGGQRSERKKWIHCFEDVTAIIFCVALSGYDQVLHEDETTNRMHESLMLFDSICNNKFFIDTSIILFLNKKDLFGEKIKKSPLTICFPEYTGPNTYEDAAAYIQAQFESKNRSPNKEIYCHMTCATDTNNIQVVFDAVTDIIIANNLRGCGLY
Bcl-XL Bim block: disrupts Bim peptide binding to human Bcl-XL; Q07817; 190,000 tested, 0.04% active; inhibition, % at 10 µM; bead flow cytometry, fluorescence
GSH bead fluor: GSH bead compound fluorescence profile; fluorescence (KMESF) at 10 µM; 190,000 tested, 0.25% active; GSH beads flow cytometry, compound fluorescence 488/530 nm; active compounds read high; in the data active means fluorescence above about 89;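 further: glutathione beads carrying GST-tagged Bcl family fusion proteins plus one bare bead set; values are compound well signal with DMSO vehicle wells as background; inactives centre near 16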
ABCB1 block: inhibitors of human ABCB1 transporter, ABCG2 counter-screen; CCRF-Adr cells, JC-1 efflux, flow cytometry; 190,000 tested, 0.067% active; AID 1326; P08183; inhibition, % at 6.6 µM; in the data active means inhibition above about 40%;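 further: 0% = vehicle and 100% = reference inhibitor; higher value means more JC-1 retained so stronger ABCB1 efflux block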
ABCG2 block: blocks JC-1 efflux by human ABCG2 transporter; Q9UNQ0; IgMXP3 cells, flow cytometry; inhibition, % at 6.6 µM; 190,000 tested, 0.1% active;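 active means inhibition above 80%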;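 further: 0% = DMSO and 100% = nicardipine control wells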
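Measure – % inhibition of efflux relative to nicardipine and DMSO · Test system – ABCG2 IgMXP3 and barcoded ABCB1 CCRF-Adr cell mix · Control set – nicardipine as high control, DMSO as low control · Compound – one concentration, 6.6 µM final · Signal – flow cytometry of retained JC-1 fluorescence · Timing – 10 min exposure at 25 °C with rotation, no wash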
RGS4-Gao reg: human RGS4-Galphao interaction regulation. Multiplexed bead flow cytometry, RGS4-Galphao binding; actives lie on both sides. binding response (% of control), % at 10 µM. 220,000 tested, 0.33% active; in the data active means binding response below about 49% or above about 150%; inactive means in between;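 further: fluorescent Galphao activated with aluminum fluoride binding bead-coupled RGS4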
RGS8-Gao reg: modulates binding of RGS8 to human Galphao | multiplexed bead flow cytometry; actives lie on both sides | response (percent of control binding), % at 10 µM | 220,000 tested, 0.34% active; in the data active means response below about 60% or above about 140%; inactive means in between;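 further: Galphao activated as the GDP aluminium fluoride complex binding bead-coupled RGS8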
Starred values were filed as active, the others as inactive. Unless noted, no stated cut-off is given here; in the data, active means inhibition above about 40%.

Screening Cc1cc(NC(=O)c2cccc(S(=O)(=O)N3CC(c4ccccc4)CC3=O)c2)no1 (configuration not stated) returned Bim-Bcl-B -9, Bim-Bcl-W 0, Bfl-1 Bim block -12, Bcl-2 Bim block -11, RGS7-Gao reg 96, Bcl-XL Bim block -5, GSH bead fluor 23, ABCB1 block 0.7, ABCG2 block 3, RGS4-Gao reg 96 and RGS8-Gao reg 100.
`CCN(C(=S)Nc1cccnc1)c1cccc2ccccc12` gave Bim-Bcl-B -2, Bim-Bcl-W -1, Bfl-1 Bim block -6, Bcl-2 Bim block -7, RGS7-Gao reg 98, Bcl-XL Bim block -1, GSH bead fluor 11, ABCB1 block 0.2, ABCG2 block 2, RGS4-Gao reg 99 and RGS8-Gao reg 100.
`Cc1c(C)c2c(C)nn(-c3ccccc3)c2[nH]c1=O` gave Bim-Bcl-B 2, Bim-Bcl-W 4, Bfl-1 Bim block 1, Bcl-2 Bim block -1, RGS7-Gao reg 110, Bcl-XL Bim block 0, GSH bead fluor 3, ABCB1 block 1.9, ABCG2 block 9, RGS4-Gao reg 108 and RGS8-Gao reg 100.
For O=C(O)c1ccc2c(c1)C(=O)N(c1cc(C(=O)O)ccc1Br)C2=O the results were Bim-Bcl-B -5, Bim-Bcl-W 1, Bfl-1 Bim block -12, Bcl-2 Bim block -9, RGS7-Gao reg 108, Bcl-XL Bim block -1, GSH bead fluor 27, ABCB1 block 1.3, ABCG2 block 5, RGS4-Gao reg 107 and RGS8-Gao reg 105.
Screening CCCC(O)(CCN1CCCCC1)c1ccc(OCC)cc1 (configuration not stated) returned Bim-Bcl-B -7, Bim-Bcl-W -1, Bfl-1 Bim block -8, Bcl-2 Bim block -6, RGS7-Gao reg 98, Bcl-XL Bim block -2, GSH bead fluor 24, ABCB1 block 0.4, ABCG2 block 3, RGS4-Gao reg 100 and RGS8-Gao reg 100.
Screening COc1ccc2c(c1)C(=O)OC2CC(=O)O (configuration not stated) returned Bim-Bcl-B -2, Bim-Bcl-W 0, Bfl-1 Bim block -2, Bcl-2 Bim block 0, RGS7-Gao reg 114, Bcl-XL Bim block 0, GSH bead fluor 11, ABCB1 block 0.7, ABCG2 block 1, RGS4-Gao reg 123 and RGS8-Gao reg 113.
CCOC(=O)C1=C(C)Nc2ncnn2C1c1ccc(N(C)C)cc1 (configuration not stated) was read as Bim-Bcl-B -12, Bim-Bcl-W -1, Bfl-1 Bim block -7, Bcl-2 Bim block -11, RGS7-Gao reg 93, Bcl-XL Bim block -9, GSH bead fluor 7, ABCB1 block -0.2, ABCG2 block -1, RGS4-Gao reg 93 and RGS8-Gao reg 94.
Screening CCOC(=O)C1=NOC2C(=O)N(c3ccc(Cl)cc3Cl)C(=O)C12 (configuration not stated) returned Bim-Bcl-B -4, Bim-Bcl-W 0, Bfl-1 Bim block -8, Bcl-2 Bim block -4, RGS7-Gao reg 105, Bcl-XL Bim block -1, GSH bead fluor 10, ABCB1 block -0.1, ABCG2 block 0, RGS4-Gao reg 101 and RGS8-Gao reg 101.
For CCN1CCN(C(=O)c2ccc3c(=O)n(C4CCCC4)c(=S)[nH]c3c2)CC1 the results were Bim-Bcl-B -15, Bim-Bcl-W -1, Bfl-1 Bim block -12, Bcl-2 Bim block -10, RGS7-Gao reg 99, Bcl-XL Bim block -11, GSH bead fluor 31, ABCB1 block 0.5, ABCG2 block 2, RGS4-Gao reg 108 and RGS8-Gao reg 102.
`CC(C)C(NS(=O)(=O)c1ccc2c(c1)oc(=O)n2C)C(=O)N1CCN(C2CCCCC2)CC1` (configuration not stated) gave Bim-Bcl-B -4, Bim-Bcl-W 3, Bfl-1 Bim block -6, Bcl-2 Bim block -2, RGS7-Gao reg 99, Bcl-XL Bim block 2, GSH bead fluor 22, ABCB1 block 0.9, ABCG2 block 2, RGS4-Gao reg 102 and RGS8-Gao reg 100.
For N#Cc1nc(COc2ccccc2F)oc1NCc1ccc(F)cc1 the results were Bim-Bcl-B -8, Bim-Bcl-W -1, Bfl-1 Bim block -10, Bcl-2 Bim block -10, RGS7-Gao reg 100, Bcl-XL Bim block -4, GSH bead fluor 25, ABCB1 block 0.8, ABCG2 block 3, RGS4-Gao reg 103 and RGS8-Gao reg 100.
Screening CC(/C=N/NC(=S)Nc1cccc(S(=O)(=O)N(C)C)c1)c1ccccc1 (configuration not stated) returned Bim-Bcl-B -15, Bim-Bcl-W 0, Bfl-1 Bim block 1, Bcl-2 Bim block -3, RGS7-Gao reg 96, Bcl-XL Bim block -4, GSH bead fluor 5, ABCB1 block 0.1, ABCG2 block -2, RGS4-Gao reg 95 and RGS8-Gao reg 102.
Screening O=C1CC(=O)N2N=C(c3ccc([N+](=O)[O-])cc3)SC2=N1 returned Bim-Bcl-B 5, Bim-Bcl-W 1, Bfl-1 Bim block 10, Bcl-2 Bim block 5, RGS7-Gao reg 93, Bcl-XL Bim block 5, GSH bead fluor 7, ABCB1 block -0.3, ABCG2 block -4, RGS4-Gao reg 99 and RGS8-Gao reg 98.
Screening O=C(NCCC1=CCCCC1)c1cnccn1 returned Bim-Bcl-B -6, Bim-Bcl-W 0, Bfl-1 Bim block -16, Bcl-2 Bim block -5, RGS7-Gao reg 97, Bcl-XL Bim block -5, GSH bead fluor 33, ABCB1 block -0.4, ABCG2 block -1, RGS4-Gao reg 99 and RGS8-Gao reg 101.
O=C(c1ccco1)N1CCN(Cc2ccc(Cl)cc2)CC1 was read as Bim-Bcl-B 0, Bim-Bcl-W 1, Bfl-1 Bim block -2, Bcl-2 Bim block 0, RGS7-Gao reg 99, Bcl-XL Bim block 1, GSH bead fluor 26, ABCB1 block 1.0, ABCG2 block 3, RGS4-Gao reg 98 and RGS8-Gao reg 100.
Screening CCCn1c(=O)c(C(=O)NNS(=O)(=O)c2ccc(C)cc2)c(O)c2ccccc21 returned Bim-Bcl-B -7, Bim-Bcl-W -4, Bfl-1 Bim block -19, Bcl-2 Bim block -7, RGS7-Gao reg 95, Bcl-XL Bim block -12, GSH bead fluor 22, ABCB1 block 0.1, ABCG2 block 0, RGS4-Gao reg 94 and RGS8-Gao reg 96.
`CCCC1=[N+](CC)CCn2c(C)ccc21` gave Bim-Bcl-B -11, Bim-Bcl-W -1, Bfl-1 Bim block -8, Bcl-2 Bim block -12, RGS7-Gao reg 102, Bcl-XL Bim block -4, GSH bead fluor 23, ABCB1 block -3.0, ABCG2 block -2, RGS4-Gao reg 102 and RGS8-Gao reg 100.
CCOC(=O)c1ccc(NC(=S)NCCc2ccccc2F)cc1 was read as Bim-Bcl-B -4, Bim-Bcl-W -1, Bfl-1 Bim block -3, Bcl-2 Bim block 3, RGS7-Gao reg inconclusive, Bcl-XL Bim block -2, GSH bead fluor 15, ABCB1 block 0.5, ABCG2 block 24, RGS4-Gao reg 101 and RGS8-Gao reg 98.
For CCn1c(NCc2ccc(N(C)C)cc2)nc2ccccc21 the results were Bim-Bcl-B -6, Bim-Bcl-W 1, Bfl-1 Bim block -9, Bcl-2 Bim block -7, RGS7-Gao reg 101, Bcl-XL Bim block -17, GSH bead fluor 38, ABCB1 block -0.1, ABCG2 block 8, RGS4-Gao reg 104 and RGS8-Gao reg 106.
Screening COc1ccccc1/C=C/C(=O)OCC(=O)Nc1c(F)cccc1F returned Bim-Bcl-B -7, Bim-Bcl-W -2, Bfl-1 Bim block -8, Bcl-2 Bim block -5, RGS7-Gao reg inconclusive, Bcl-XL Bim block -2, GSH bead fluor 16, ABCB1 block 0.2, ABCG2 block 3, RGS4-Gao reg 92 and RGS8-Gao reg 94.
For Cc1cc(NC(=O)CSc2ncnc3c2cnn3-c2cccc(Cl)c2)no1 the results were Bim-Bcl-B 0, Bim-Bcl-W -2, Bfl-1 Bim block -3, Bcl-2 Bim block -1, RGS7-Gao reg 97, Bcl-XL Bim block -1, GSH bead fluor 14, ABCB1 block -0.2, ABCG2 block 1, RGS4-Gao reg 95 and RGS8-Gao reg 98.
For CCNC(=O)CON=C1c2ccccc2-c2ccccc21 the results were Bim-Bcl-B -10, Bim-Bcl-W -4, Bfl-1 Bim block -4, Bcl-2 Bim block -3, RGS7-Gao reg 117, Bcl-XL Bim block -7, GSH bead fluor 11, ABCB1 block -0.1, ABCG2 block 0, RGS4-Gao reg 117 and RGS8-Gao reg 114.
Screening COc1ccccc1/C=C1\SC(=S)N(CCC(=O)NCCCN2CCOCC2)C1=O returned Bim-Bcl-B -6, Bim-Bcl-W -2, Bfl-1 Bim block -6, Bcl-2 Bim block -4, RGS7-Gao reg 100, Bcl-XL Bim block -2, GSH bead fluor 10, ABCB1 block -0.4, ABCG2 block 0, RGS4-Gao reg 103 and RGS8-Gao reg 101.
For COC(=O)C1=C(C)N(Cc2ccc(C)cc2)C(=O)C1 the results were Bim-Bcl-B -6, Bim-Bcl-W -1, Bfl-1 Bim block -11, Bcl-2 Bim block -6, RGS7-Gao reg 107, Bcl-XL Bim block -7, GSH bead fluor 32, ABCB1 block -1.7, ABCG2 block -3, RGS4-Gao reg 109 and RGS8-Gao reg 108.
NS(=O)(=O)c1ccc2nc(NC(=O)c3ccc(Br)o3)sc2c1 was read as Bim-Bcl-B -4, Bim-Bcl-W 0, Bfl-1 Bim block -3, Bcl-2 Bim block 2, RGS7-Gao reg 101, Bcl-XL Bim block -1, GSH bead fluor 21, ABCB1 block -0.1, ABCG2 block 5, RGS4-Gao reg 105 and RGS8-Gao reg 99.
Cc1ccc2c(c1)nnn2C1CCN(S(=O)(=O)c2ccc(C(=O)O)cc2)CC1 was read as Bim-Bcl-B -6, Bim-Bcl-W 0, Bfl-1 Bim block -8, Bcl-2 Bim block -5, RGS7-Gao reg 104, Bcl-XL Bim block -2, GSH bead fluor 15, ABCB1 block 0.1, ABCG2 block 1, RGS4-Gao reg 106 and RGS8-Gao reg 103.
For Cn1nc(C(=O)NNc2c(F)c(F)cc(F)c2F)c2ccccc2c1=O the results were Bim-Bcl-B 0, Bim-Bcl-W -1, Bfl-1 Bim block 0, Bcl-2 Bim block 0, RGS7-Gao reg 97, Bcl-XL Bim block -2, GSH bead fluor 16, ABCB1 block 1.0, ABCG2 block 5, RGS4-Gao reg 97 and RGS8-Gao reg 96.
Cc1cc(NC(=O)CSc2nc3ccsc3c(=O)n2Cc2ccccn2)n[nH]1 was read as Bim-Bcl-B -3, Bim-Bcl-W -2, Bfl-1 Bim block -2, Bcl-2 Bim block 0, RGS7-Gao reg 98, Bcl-XL Bim block -3, GSH bead fluor 15, ABCB1 block 0.7, ABCG2 block 9, RGS4-Gao reg 100 and RGS8-Gao reg 100.
For CCOC(=O)c1cnc(SC)nc1N1CCCC1 the results were Bim-Bcl-B -5, Bim-Bcl-W 1, Bfl-1 Bim block -5, Bcl-2 Bim block -2, RGS7-Gao reg 93, Bcl-XL Bim block -1, GSH bead fluor 21, ABCB1 block 0.0, ABCG2 block 3, RGS4-Gao reg 96 and RGS8-Gao reg 97.
Cc1cc(Cl)ccc1N1C(=O)CC(SCCC(=O)O)C1=O (configuration not stated) was read as Bim-Bcl-B -3, Bim-Bcl-W -1, Bfl-1 Bim block 0, Bcl-2 Bim block 0, RGS7-Gao reg 100, Bcl-XL Bim block -1, GSH bead fluor 19, ABCB1 block 1.6, ABCG2 block 6, RGS4-Gao reg 104 and RGS8-Gao reg 102.

No enrichment for hits; any-hit rate near 1.1%.
